Screening data: PubChem BioAssay, The Scripps Research Institute Molecular Screening Center
PLC-gamma1 inh = blocks human PLC-gamma1 enzyme activity; P19174; purified PLC-gamma1, fluorogenic substrate, fluorescence; inhibition, % at 12.2 µM; 370,000 compounds, 0.84% hits; AID 720700; in the data active = inhibition above about 9.5%
KLK7 zymogen act = activators of human kallikrein-7 zymogen. P49862. AID 652039. 370,000 compounds, 0.9% hits. purified proKLK7, EDANS-DABCYL substrate fluorescence; 100% is mature enzyme control, 0% vehicle. activation, % at 7 µM;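 active = activation above the mean of all tested compounds plus 3 SD, computed per campaign excluding outliers beyond control limits, cut at about 13% in these data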
DDE Tn7 FP inh = disrupts Tn7 cyclic peptide binding to fibrin D-Dimer-E complex; inhibition, % at 8.3 µM; P02675; FP displacement of FITC-Tn7 peptide from fibrin DD(E); 0% = median of compound wells per plate; AID 720508; 370,000 compounds, 0.13% hits;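 active = inhibition above the mean of compounds falling within the control limits plus 3 SD of them, cut at about 14% in these data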;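 note: 0% = plate median of compound wells and 100% = 10 µM Aha-Tn7 peptide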
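Assay system: Fibrin-DD(E) protein isolated from polymerized human fibrin clots; read-out basis: percent inhibition; medium: Tris/NaCl/CaCl2 buffer, pH 7.8; signal: FP measurement; incubation: 10 min plus 3 h, room temperature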
DDE Tn6 FP inh = DD(E)-Tn6 binding inhibition, primary FP screen; 370,000 compounds, 0.21% hits; P02675; Fibrin DD(E) TRITC-Tn6 fluorescence polarization displacement; inhibition, % at 8.3 µM;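 active = inhibition above a per-campaign cutoff: mean of compounds within control limits plus 3 SD, cut at about 15% in these data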;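 note: 0% = median of all compound wells on the plate and 100% = blocking peptide control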
ARFGAP1 inhibitor = inhibitors of rat ARFGAP1. AID 651572. Q62848. inhibition, % at 16.5 µM. Arfgap1-stimulated ARF1 GTP hydrolysis, GDP FP detection. 360,000 compounds, 0.26% hits;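 active = inhibition above a per-plate limit, mean inhibition of low control wells plus 3 SD, cut at about 25% in these data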;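 note: 0% = DMSO wells with enzyme and 100% = wells lacking Arfgap1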
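System: truncated rat Arfgap1 GAP domain / Medium: HEPES-based buffer, pH 7.5 / Also added: N-terminally truncated human ARF1-GTP substrate / Incubation: enzyme reaction 120 min at 25 °C after 20 min preincubation / Measured by: FP of antibody-bound GDP Alexa 633 tracer, ex 620/em 688 nm / Replicates: singlicate, each compound tested once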
TDP2 absorb = TDP2 (human) inhibition, absorbance primary screen. recombinant TDP2, T5PNP hydrolysis, p-nitrophenol absorbance 415 nm. inhibition, % at 12.8 µM. 370,000 compounds, 0.34% hits. AID 720702. O95551;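 active = inhibition above the mean of all tested compounds plus 3 SD, set per campaign, cut at about 25% in these data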;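 note: 0% = DMSO with enzyme and 100% = buffer with substrate but no TDP2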
Target sequence (O95551 whole entry, looked up): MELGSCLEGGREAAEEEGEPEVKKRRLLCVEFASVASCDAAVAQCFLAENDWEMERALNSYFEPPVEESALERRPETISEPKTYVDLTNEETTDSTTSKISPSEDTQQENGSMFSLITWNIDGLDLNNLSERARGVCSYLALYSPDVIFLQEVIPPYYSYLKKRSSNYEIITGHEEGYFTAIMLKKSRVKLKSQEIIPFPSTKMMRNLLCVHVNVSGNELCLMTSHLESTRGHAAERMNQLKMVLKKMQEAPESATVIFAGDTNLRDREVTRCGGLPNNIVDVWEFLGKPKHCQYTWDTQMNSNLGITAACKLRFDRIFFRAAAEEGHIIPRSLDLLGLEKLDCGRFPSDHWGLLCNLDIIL
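Test system: Human TDP2 enzyme | Reagent: 5 mM T5PNP | Compound dosing: 12.8 µM single point, 1% DMSO | Incubation: Enzyme reaction with compound for 2 h at 37 °C | Technique: p-Nitrophenol epi absorbance | Read-out: % inhibition relative to enzyme-containing and enzyme-free wells | Benchmarks: High control without enzyme, low control DMSO plus TDP2 | Replicates: Singlicate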
ASAP1 GAP inh = ASAP1 ArfGAP inhibition | Q9ULH1 | inhibition, % at 16.5 µM | 360,000 compounds, 0.19% hits | ASAP1-stimulated ARF1 GTP hydrolysis, GDP FP detection; in the data active = inhibition above about 25%;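 note: 0% = vehicle with enzyme and substrate and 100% = no enzyme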
ADAM17 inh = inhibitors of human ADAM17 | P78536 | recombinant ADAM17, EDANS/DABCYL FRET peptide cleavage | inhibition, % at 6.95 µM | 370,000 compounds, 0.83% hits | AID 720648;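 active = inhibition above the mean of compounds lying between control limits plus 3 SD, set per campaign, cut at about 8.5% in these data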;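 note: 0% = DMSO-only wells as the low control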
LEDGF integ inh = blocks HIV-1 LEDGF/p75-dependent DNA integration | TR-FRET IN-LEDGF/p75 DNA integration, Eu/Cy5 | inhibition, % at 3.7 µM | 370,000 compounds, 0.64% hits | AID 743269;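 active = inhibition above the screen-wide mean plus 3 SD, cut at about 13% in these data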;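 note: signal is the Cy5 over europium emission ratio at 671 and 618 nm; 0% = plate median of compound wells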
ADAM10 inh = inhibits human ADAM10; AID 720582; recombinant ADAM10, EDANS/DABCYL FRET peptide cleavage, 3 h; 370,000 compounds, 0.62% hits; inhibition, % at 7 µM; O14672;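 active = inhibition above a per-campaign cutoff equal to the mean of compounds falling between control-based bounds plus 3 SD, cut at about 20% in these data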;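 note: 0% = DMSO wells while the 100% control is not disclosed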
Target sequence (O14672 214-748 limits assumed): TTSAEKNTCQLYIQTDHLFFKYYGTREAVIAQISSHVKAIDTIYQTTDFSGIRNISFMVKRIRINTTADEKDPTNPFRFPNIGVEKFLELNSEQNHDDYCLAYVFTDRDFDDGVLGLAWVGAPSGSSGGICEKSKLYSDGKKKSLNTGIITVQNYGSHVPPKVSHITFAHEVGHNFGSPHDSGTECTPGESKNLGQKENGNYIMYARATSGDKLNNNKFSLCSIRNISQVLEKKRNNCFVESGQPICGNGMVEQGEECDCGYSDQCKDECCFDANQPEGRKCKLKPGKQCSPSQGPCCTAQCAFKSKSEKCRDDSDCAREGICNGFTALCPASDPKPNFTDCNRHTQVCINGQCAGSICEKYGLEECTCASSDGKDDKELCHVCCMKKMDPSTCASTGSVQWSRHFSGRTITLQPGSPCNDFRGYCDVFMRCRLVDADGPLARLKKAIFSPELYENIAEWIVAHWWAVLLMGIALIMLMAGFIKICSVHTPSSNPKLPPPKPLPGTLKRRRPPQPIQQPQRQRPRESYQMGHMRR
Active calls of the source: *.

Start of the listing, in advance (4 entries):
No.	Structure	PLC-gamma1 inh	KLK7 zymogen act	DDE Tn7 FP inh	DDE Tn6 FP inh	ARFGAP1 inhibitor
1	O=C(O)C1CCCN1C(=O)OCc1ccccc1 (stereo unspecified)	2	-0.1	-3	1	-2
2	CCn1c(C)cc(=S)c2ccccc21	-12	-0.2	-2	-4	-5
3	CCOc1ncccc1C(=O)OCC(=O)N1CCc2ccccc21	2	-0.6	2	6	-11
4	CCn1c(SCC(=O)c2ccccc2)nnc1-c1cccs1	-1	0.0	-10	-11	-1

No.	TDP2 absorb	ASAP1 GAP inh	ADAM17 inh	LEDGF integ inh	ADAM10 inh
1	8	15	-2	-1	4
2	12	-4	-13	6	-41
3	0	-6	0	2	-1
4	8	5	-4	-4	-2

All compounds of this part, repeating the preview:
No.	Structure	PLC-gamma1 inh	KLK7 zymogen act	DDE Tn7 FP inh	DDE Tn6 FP inh	ARFGAP1 inhibitor
1	O=C(O)C1CCCN1C(=O)OCc1ccccc1 (stereo unspecified)	2	-0.1	-3	1	-2
2	CCn1c(C)cc(=S)c2ccccc21	-12	-0.2	-2	-4	-5
3	CCOc1ncccc1C(=O)OCC(=O)N1CCc2ccccc21	2	-0.6	2	6	-11
4	CCn1c(SCC(=O)c2ccccc2)nnc1-c1cccs1	-1	0.0	-10	-11	-1
5	COc1ccccc1N1CCN(C(=O)CNC(=O)Cn2cnc3sc(C)c(C)c3c2=O)CC1	-1	0.3	3	-2	4
6	CCCc1cc(=O)[nH]c(SCC(=O)N(CC)Cc2ccccc2)n1	2	0.1	1	4	7
7	CC12CS(=O)(=O)CC1SC(=S)N2Cc1ccccc1 (stereo unspecified)	1	0.1	4	3	-2
8	CC(C)c1nc2ccc(NC(=O)C34CC5CC(CC(C5)C3)C4)cc2[nH]1	-2	-0.5	1	6	-5
9	O=C(c1ccccc1)N1CCN=C1SCc1ccc([N+](=O)[O-])cc1	9.6*	0.3	6	1	4
10	CCOC(=O)c1c(NC(=S)NC(=O)/C=C/c2cccs2)sc(C)c1C	0	-0.2	-4	3	-3

No.	TDP2 absorb	ASAP1 GAP inh	ADAM17 inh	LEDGF integ inh	ADAM10 inh
1	8	15	-2	-1	4
2	12	-4	-13	6	-41
3	0	-6	0	2	-1
4	8	5	-4	-4	-2
5	-6	-7	2	1	-2
6	9	6	-2	1	-6
7	4	-5	-5	-7	-5
8	7	-1	-1	-5	1
9	5	-3	3	1	2
10	8	-20	2	1	1

Following part.
No.	Structure	PLC-gamma1 inh	KLK7 zymogen act	DDE Tn7 FP inh	DDE Tn6 FP inh	ARFGAP1 inhibitor
11	Cc1ccc(S(=O)(=O)N(CCC#N)CCN2CCCC2)cc1	-3	-0.7	3	0	5
12	CCc1ccc(C(=O)NNC(=O)c2ccc3c(=O)n4c(nc3c2)CCC4)cc1	-4	-0.3	-3	-12	6
13	NC(=O)c1c(NC(=O)CN2C(=O)CCC2=O)sc2c1CCCCC2	-3	0.0	1	-2	-1
14	O=C(CN1CCN(C2CCCCC2)CC1)Nc1ccccc1-c1ccccc1	1	0.2	1	0	3
15	CCOC(=O)N1CCN(S(=O)(=O)N2CCCC(C(=O)NCCc3ccccc3)C2)CC1 (stereo unspecified)	0	0.2	1	6	2
16	O=C(O)Cn1c(=S)sc2ccccc21	-6	0.2	-1	-7	-1
17	Cc1ccc(C(C)C)c(OCc2nnc(SCC(=O)Nc3nccs3)n2C)c1	6	-0.3	3	5	-3
18	COc1ccc(/C=N/n2cncn2)cc1CSc1ccccn1	-1	0.0	-3	-7	12
19	CCCCn1c(SCC(=O)N(C)C2CCS(=O)(=O)C2)nc2cc(S(N)(=O)=O)ccc21 (stereo unspecified)	1	-0.1	1	-1	2
20	COc1ccc(CCNC(=O)CSc2nc3[nH]ncc3c(=O)[nH]2)cc1OC	0	0.2	8	11	4

No.	TDP2 absorb	ASAP1 GAP inh	ADAM17 inh	LEDGF integ inh	ADAM10 inh
11	1	0	2	-1	-1
12	-4	2	-5	1	-5
13	5	0	-5	5	-15
14	14	-1	-5	-3	3
15	-7	-5	1	0	1
16	-7	-5	-2	-4	-10
17	3	6	-4	-1	-7
18	2	-7	-2	1	4
19	0	-1	-4	5	-1
20	-5	-5	1	-4	-5

Next entries follow:
No.	Structure	PLC-gamma1 inh	KLK7 zymogen act	DDE Tn7 FP inh	DDE Tn6 FP inh	ARFGAP1 inhibitor
21	CCn1c(SCc2ccccc2Cl)nc2nc3c(cc2c1=O)CCCC3	1	-1.0	-3	-5	17
22	N#Cc1ccccc1OCC(=O)OCC(=O)Nc1ccc2c(c1)OCO2	-2	0.7	-2	4	-1
23	CCN(C(=O)CN1C(=O)/C(=C/c2ccccc2F)SC1=S)C1CCS(=O)(=O)C1 (stereo unspecified)	-2	0.4	5	-2	3
24	Cc1ccccc1CN1CCN(C(=O)[C@H]2O[C@@H](n3ccc(=O)[nH]c3=O)[C@H](O)[C@@H]2O)CC1	6	-0.1	3	2	-2
25	Cc1cc(C)c2nc(NC(=O)C3CSC4(C)CCC(=O)N34)sc2c1 (stereo unspecified)	-2	-0.1	4	4	-1
26	O=C(Nc1cccc(C(F)(F)F)c1)c1cccc(NS(=O)(=O)c2ccc(O)c(C(=O)O)c2)c1	-7	-0.3	-8	-2	7
27	COc1cc(OC)cc(-c2c(-c3cccs3)c3cc(Br)ccc3n2C)c1	-18	-0.3	-1	1	6
28	COc1ccccc1C(CCNCc1ccc(N(C)C)cc1)c1ccc(OC(C)C)cc1 (stereo unspecified)	10*	0.7	-4	0	7
29	CC(=O)c1ccc(OCC(=O)Nc2nnc(C3CC3)s2)cc1	1	0.0	1	4	2
30	COc1c(C)cc(C(=O)C2CCCN(C(=O)c3cc(C)n(C)n3)C2)cc1C (stereo unspecified)	-2	-0.1	-1	6	5

No.	TDP2 absorb	ASAP1 GAP inh	ADAM17 inh	LEDGF integ inh	ADAM10 inh
21	9	-5	-3	2	-10
22	1	-5	-5	-5	-1
23	-6	5	-4	-2	0
24	-14	4	3	3	-5
25	3	21	1	3	0
26	13	4	4	2	5
27	-19	11	8	7	-2
28	-2	-5	0	4	2
29	-2	4	-2	-3	-12
30	-7	-3	-7	-3	5

(list continues)
No.	Structure	PLC-gamma1 inh	KLK7 zymogen act	DDE Tn7 FP inh	DDE Tn6 FP inh	ARFGAP1 inhibitor
31	c1ccc(N2CCN(Cc3nc4ccccc4[nH]3)CC2)nc1	-6	0.6	-4	1	0
32	COc1cc(C)c(NC(=S)Nc2ccc(Cl)c(Cl)c2)cc1OC	1	0.1	3	-3	4
33	C#CCCCc1nc2ccccc2c(=O)n1N	3	-0.1	4	-5	4
34	CN(Cc1ccccc1)S(=O)(=O)c1ccccc1[N+](=O)[O-]	4	0.7	-1	3	8
35	CN1CCN(c2nc(-c3ccccc3)cc(C(F)(F)F)n2)CC1	-7	0.7	5	-10	-1
36	CCOC(=O)Nc1ccc(S(=O)(=O)Nc2nccc(C)n2)cc1	-2	0.2	0	0	-5
37	OC1CCCN(Cc2ccc3ccc4cccc5ccc2c3c45)C1 (stereo unspecified)	-45	-1.4	-4	2	12
38	CC(C)[C@@H]1CC2=C(C(=O)OC(C)(C)O2)[C@H](CCc2ccccc2)O1	2	0.1	-4	1	-4
39	CC(=O)c1c(C)oc(C)c1CSCc1ccc(C(=O)O)o1	-15	0.7	4	-4	6
40	CC(C)(C)c1ccc(-c2nc(-c3ccncc3)no2)cc1	1	-0.1	-1	1	3

No.	TDP2 absorb	ASAP1 GAP inh	ADAM17 inh	LEDGF integ inh	ADAM10 inh
31	3	6	-4	3	-9
32	6	-6	0	8	4
33	-9	10	-8	1	3
34	-1	-8	0	1	8
35	-1	14	-10	2	-27
36	-6	9	2	2	-1
37	-4	-1	-17	2	-69
38	-9	9	2	3	3
39	3	-16	-4	9	-14
40	6	12	-3	0	1

Entries by screen from the entries so far:
Entries 31–40 in ADAM10 inh, in turn: -9, 4, 3, 8, -27, -1, -69, 3, -14, 1
Entries 31–40 in ADAM17 inh, in turn: -4, 0, -8, 0, -10, 2, -17, 2, -4, -3
Entries 31–40 in LEDGF integ inh, in turn: 3, 8, 1, 1, 2, 2, 2, 3, 9, 0

The list continues:
No.	Structure	PLC-gamma1 inh	KLK7 zymogen act	DDE Tn7 FP inh	DDE Tn6 FP inh	ARFGAP1 inhibitor
41	COc1ccc(C(=O)Nc2cccc(C(=O)N3CCCC3)c2)cc1	2	-0.3	9	-4	6
42	CCC(=O)Nc1ccc(NC(=O)Cc2ccccc2)cn1	2	0.1	-4	-7	9
43	CCCNC(=O)N[C@@H](Cc1ccccc1)C(=O)OC	-2	0.1	1	-1	10
44	CCOc1ccc(S(=O)(=O)N2CCN(Cc3ccccc3)CC2)cc1	-1	0.2	-4	1	8
45	COc1ccc(OC)c(NC2=NC3(CCCC3)N=C(N)N2)c1	1	0.2	1	0	2
46	CCOC(=O)C1CCC(=O)C1 (stereo unspecified)	-4	0.2	1	2	-4
47	COc1ccc(-n2cc(CN(C)CCO)c(-c3cccc(F)c3)n2)cc1	-3	0.3	6	0	1

No.	TDP2 absorb	ASAP1 GAP inh	ADAM17 inh	LEDGF integ inh	ADAM10 inh
41	9	14	-4	0	-1
42	-3	6	-2	1	-6
43	4	10	-1	1	3
44	-15	6	-1	1	2
45	-1	-7	-2	3	-14
46	-3	-9	-5	-5	-12
47	4	-3	0	1	-5
